PPC-1+TRAIL kill: compounds killing PPC-1 cancer cells with TRAIL present (potentiator screen, no TRAIL-free arm); PPC-1 cells + TRAIL, ATPLite viability luminescence; cell killing (% activity), % at 4 µM; hit rate 0.41% among 220,000; AID 1443;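 active means cell killing above 50% in the first pass at 4 µM, then a duplicate retest at 5 µM averaging 50% or more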;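 further: plate controls were cells with TRAIL plus DMSO for no effect and medium-only wells lacking cells for full effect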
CHOP inh: inhibitors of CHOP induction in ER stress response; inhibition, % at 10 µM; CHO-K1 CHOP-promoter luciferase, tunicamycin-induced, 15-18 h; AID 2732; hit rate 3.8% among 220,000;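 active means compounds that reduced the stress-induced luciferase reporter signal by more than about 70% of percent inhibition, limit read from the data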;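 further: 0% = tunicamycin plus vehicle and 100% = wells without tunicamycin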
NPY-Y1 PAM-ag: potentiates or activates human NPY-Y1 receptor; P25929; NPY-Y1 expressing cells, potentiator/agonist activation; activation, % at 3.6 µM; hit rate 0.37% among 220,000; AID 1304; in the data active means activation above about 33%, passing the limit was not always enough;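 further: cells stimulated with NPY at EC10 then isoproterenol at EC100; 0% = low agonist plus stimulus and 100% = saturating agonist plus stimulus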
Target sequence (P25929 whole entry, looked up): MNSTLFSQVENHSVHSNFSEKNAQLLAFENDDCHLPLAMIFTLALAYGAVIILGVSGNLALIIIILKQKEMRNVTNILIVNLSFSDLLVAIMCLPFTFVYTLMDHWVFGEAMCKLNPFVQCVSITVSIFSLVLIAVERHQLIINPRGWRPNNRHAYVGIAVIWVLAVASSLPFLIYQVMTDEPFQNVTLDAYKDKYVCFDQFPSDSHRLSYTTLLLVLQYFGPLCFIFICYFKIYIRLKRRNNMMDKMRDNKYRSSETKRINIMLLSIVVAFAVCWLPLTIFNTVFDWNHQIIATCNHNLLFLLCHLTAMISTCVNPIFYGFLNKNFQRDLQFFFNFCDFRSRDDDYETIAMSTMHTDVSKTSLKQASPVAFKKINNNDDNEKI
EP2 mod: modulates human prostaglandin E2 receptor EP2 signaling. P43116. EP2-expressing cells, cAMP HTRF FRET, PGE2 co-stimulation. induction, % at 25 µM. hit rate 0.83% among 260,000;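 active means compounds whose cAMP rise, as percent of the full-agonist control response, exceeds 60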;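 further: rat C6 glioma line stably carrying human EP2 under a CMV promoter; the protocol text gives 20 µM as final concentration; 100% = response of wells given 1 µM PGE2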
Target sequence (P43116 whole entry, looked up): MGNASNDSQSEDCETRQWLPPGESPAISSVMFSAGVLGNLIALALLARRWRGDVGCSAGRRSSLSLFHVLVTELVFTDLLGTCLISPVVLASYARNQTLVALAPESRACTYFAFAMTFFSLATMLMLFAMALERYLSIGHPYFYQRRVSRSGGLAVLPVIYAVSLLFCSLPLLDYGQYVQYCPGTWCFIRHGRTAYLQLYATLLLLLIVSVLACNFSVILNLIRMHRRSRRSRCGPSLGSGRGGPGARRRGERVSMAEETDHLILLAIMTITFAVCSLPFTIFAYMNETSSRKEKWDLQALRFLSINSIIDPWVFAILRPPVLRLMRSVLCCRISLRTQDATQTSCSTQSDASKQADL
zfTRPN1 agonist: activates the zebrafish TRPN1 channel. AID 1424. hit rate 0.18% among 220,000. HEK293 zebrafish TRPN1-YFP, Fluo-8 calcium fluorescence; 100% = response to 87 µM carbachol. activation, % at 3 µM;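 active means activation above its plate's cutoff, the mean activation of test wells on that plate plus 3 SD, cut at about 19% in these data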;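 further: 0% = DMSO alone and 100% = 87 µM carbachol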
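Material: zebrafish TRPN1-YFP in HEK293 cells. Doses: one dose of 3 µM, 0.3% DMSO. Incubation: dye 1 h 37 °C plus 30 min RT. Measured by: intracellular calcium fluorescence with Fluo-8.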
TRPML3 ag: agonists of human TRPML3 channel. Q8TDD5. HEK293 TRPML3-YFP, Fluo-8 calcium fluorescence; 100% = the carbachol control signal. activation, % at 3 µM. hit rate 0.29% among 220,000. AID 1448;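 active means activation above its plate's cutoff, the mean activation of the plate's test wells plus 3 SD, cut at about 12% in these data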;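 further: 0% = DMSO only wells and 100% = carbachol wells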
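Test system – HEK293 line with stable expression of human TRPML3-YFP channel · Control set – carbachol 87 µM final as high control (100%), DMSO as low control (0%) · Signal – Fluo-8 calcium dye fluorescence, ex 470-495, em 515-575 nm · Incubation – 1-h 37 °C dye load, 5-s basal, 120-s post-compound reads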
NPY Y1 blocker: antagonists of human neuropeptide Y receptor Y1. P25929. HEK293-CNG Y1 cells, membrane potential fluorescence; NPY at EC95, then isoproterenol. inhibition, % at 3.6 µM. hit rate 1% among 200,000;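 active means inhibition above the campaign mean inhibition of all tested compounds plus 3 SD, cut at about 20% in these data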;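 further: 0% = DMSO wells given NPY plus isoproterenol and 100% = isoproterenol alone without NPY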
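Material: HEK293 Y1/CNG channel cell line; also added: NPY (25 nM), isoproterenol (1 µM), Ro 20-1724 (25 µM); doses: one concentration, 3.6 µM, in 0.4% DMSO; schedule: compound incubation 1 h at room temperature, readout 45 min post-stimulation; technique: membrane potential fluorescence; measure: fluorescence ratio normalized to % inhibition between controls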
14-3-3 Bad PPI: disrupts binding of bovine 14-3-3 zeta to phospho-Bad peptide. P63103. TR-FRET 14-3-3zeta/Dy647-pBad peptide displacement, 1 h. inhibition, % at 21.7 µM. hit rate 0.71% among 220,000;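 active means inhibition above about 70%, limit read from the data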;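 further: 0% = full 14-3-3 plus peptide FRET controls and 100% = background without 14-3-3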
Target sequence (P63103 whole entry, looked up): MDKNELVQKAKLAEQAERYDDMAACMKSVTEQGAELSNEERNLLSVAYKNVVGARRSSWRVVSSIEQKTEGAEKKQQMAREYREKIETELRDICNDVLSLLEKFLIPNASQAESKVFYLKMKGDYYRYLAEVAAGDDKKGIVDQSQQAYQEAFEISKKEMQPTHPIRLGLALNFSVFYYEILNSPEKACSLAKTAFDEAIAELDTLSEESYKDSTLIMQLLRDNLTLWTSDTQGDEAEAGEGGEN
EP2 antag: blocks the human prostaglandin E2 receptor EP2. P43116. C6 glioma cells expressing human EP2, cAMP TR-FRET; cells stimulated with saturating PGE2. inhibition, % at 25 µM. hit rate 0.52% among 260,000;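 active means percent inhibition above 40 after rounding to a whole number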;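 further: rat C6 glioma host cells with rolipram phosphodiesterase inhibitor present; the protocol text gives 20 µM as final concentration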
Numbers without * were called inactive; · = not tested or not shown; & = joins results of further samples; [ ] = another dose, or the depositor's remark.

SMILES	PPC-1+TRAIL kill	CHOP inh	NPY-Y1 PAM-ag	EP2 mod	zfTRPN1 agonist	TRPML3 ag	NPY Y1 blocker	14-3-3 Bad PPI	EP2 antag
CCCC(=O)NCCc1nc2ccccc2n1CC(=O)c1ccccc1	-4	-4	6	10	-0.3	-0.3	0	4[fluorescence artefact?]	2
OCC1(Cc2ccccc2)CCN(C2CCN(c3ccc(F)c(F)c3)CC2)CC1	·	19	8	-62	5.2	3.5	11	-16	20
O=C1CC(/C=C/c2ccccc2)(C(=O)NC2CCCC2)N1c1ccc(S(=O)(=O)N2CCCC2)cc1 (configuration not stated)	9	15	7	18	0.3	1.2	5	-17	3
CCC(=O)N1CCN(c2ccc(NC(=O)COc3ccccc3[N+](=O)[O-])cc2)CC1	7	14	4	-80	9.0	4.0	3	-10	7
O=C1c2ccccc2S(=O)(=O)N1Cc1cc(=O)n2ccsc2n1	15	17	-6	4	-0.4	0.1	2	·	10
COc1ccc(CN(CC(=O)NCC2CCCO2)C(=O)CCC(=O)Nc2cc(C)on2)cc1 (configuration not stated)	37	4	-9	-9	0.2	0.1	5	6[fluorescence artefact?]	19
CC(C)CC1=NN(C(=O)c2ccco2)C(O)(C(F)(F)F)C1 (configuration not stated)	-5	21	18	24	-1.0	-0.1	-5	-4	2
CC(C)c1nc2sc3c(NCc4ccccc4)ncnc3c2c2c1COC(C)(C)C2	-1	65	0	38	-1.6	0.0	6	-8	7
COc1ccc(Br)cc1-c1noc(-c2ccccc2F)n1	11	-38	5	10	-0.9	0.7	-3	1[fluorescence artefact?]	15
O=C(NCc1ccco1)c1ccc(N2CCCCC2)c([N+](=O)[O-])c1	22	70*	-41	-14	-0.8	-0.5	2	-2	6
Cc1ccc(NS(=O)(=O)c2cccc([N+](=O)[O-])c2)nc1	7	10	-15	11	0.9	1.3	1	-1	0
O=C(O)/C=C\C(=O)Nc1cccc(NC(=O)c2ccccc2)c1	23	25	-3	3	-1.4	0.8	3	-9	8
Cc1ccc(CNC(=O)c2cccnc2Cl)cc1	27	-2	7	13	0.5	0.3	-4	-11	6
CC(C)CC(=O)N1CCN(c2ccc([N+](=O)[O-])cc2Cl)CC1	11	30	-3	-24	0.0	1.8	5	-2[fluorescence artefact?]	7
Cc1cccc(-c2nc(CS(=O)CC(=O)NCC3CCCO3)c(C)o2)c1 (configuration not stated)	-20	35	-3	9	0.3	-0.3	1	1	8
Cc1cccc(NS(=O)(=O)c2ccc3c(c2)OCCO3)c1	14	-19	18	-72&-22	-1.3	0.0	4	17	9&14
Cc1ccccc1-c1ccc(C(=O)NCc2ccccc2)o1	-4	0	-27	-23	-1.4	-0.8	12	4	12
CN(Cc1ccncc1)C1CC(=O)N(c2ccc(Cl)cc2)C1=O (configuration not stated)	-1	-5	-3	1	1.0	1.6	-3	-2	15
CC(=O)c1cccc(NC(=O)CCS(=O)(=O)c2cccc3nonc23)c1	-12	29	-25	-3	0.7	0.1	3	-12	8
OCCOCCNc1ncnc2nc[nH]c12	14	2	7	-5	-0.4	0.6	-5	3[fluorescence artefact?]	9
O=C(O)c1cc(Sc2ccc(Br)cc2)nc2ccccc12	-7	-24	-45	-49	-1.3	-0.2	8	10	9
C(=N\n1cnnc1)/c1ccc2c(c1)OCCO2	-6	8	19	-5	1.0	0.0	0	11	5
Cc1cccc2c(=O)c(C(=O)NCc3cccs3)c[nH]c12	·	·	1	·	-1.6	-0.5	4	·	10
O=C(Nc1c(Cl)cccc1Cl)c1cc(=O)n(Cc2ccccc2)c(=O)[nH]1	8	-7	0	15	0.0	0.1	3	1	6
OCCCNCc1cccc2ccccc12	38	69	-18	9	1.1	0.3	5	0[fluorescence artefact?]	6
C=CCNC(=S)N1CCN(c2cccc(C(F)(F)F)c2)CC1	16	48	5	-43	1.6	0.5	0	1	5
NC(=O)c1ccccc1NC(=O)/C=C/C(=O)O	-3	-12	4	8	1.2	0.5	3	5	7
O=C1c2[nH]nc(-c3ccccc3O)c2C(c2ccc(F)cc2)N1CC1CCCO1 (configuration not stated)	37	39	8	-20	-0.3	0.4	-5	0	2
O=C(Cc1ccc(S(=O)(=O)N2CCCCC2)s1)Nc1cccc2ccccc12	28	-19	13	-2	-0.3	-0.1	-6	3	7
COc1ccccc1-c1csc(Cc2nnc3n2CCCCC3)n1	-17	-4	5	-14	-0.7	0.3	5	2	12
COc1ccc(CN(C(=O)c2cc(=O)c3cc(C)cc(C)c3o2)C2CCS(=O)(=O)C2)cc1 (configuration not stated)	17	-8	-1	-2	1.8	1.3	·	-4	12
O=C(CCn1c(=O)c2ccccc2n(CC(=O)NC2CCCC2)c1=O)NCCc1ccc(Cl)cc1	1	20	3	11	0.2	0.6	6	21	11
O=C(c1ccc(C(=O)N2CCCc3ccccc32)s1)N1CCCc2ccccc21	12	45	-12	10	-0.7	0.3	10	5	1
CC(C)CNC(C)C(=O)Nc1ccc(S(N)(=O)=O)cc1 (configuration not stated)	2	5	-2	17	1.1	0.0	-4	-1	6
COc1ccc(-c2csc(NC(=O)c3ccccc3S(C)(=O)=O)n2)cc1	-1	11	-3	-20	2.9	1.5	-6	2	8
COc1ccc(OC)c(NC(=O)CSc2nnc(-c3ccco3)n2-c2ccc(C(=O)O)cc2)c1	17	0	-2	4	-0.1	-0.1	3	-9	16
C/C(=N\OCC(=O)NCC(F)(F)F)c1cc2ccccc2o1	16	52	-9	-15	-0.1	0.3	4	-4[fluorescence artefact?]	2
O=C(O)CC1SC(N/N=C/c2ccc(Br)cc2)NC1=O (configuration not stated)	10	-10	-13	3	-0.2	0.7	8	-7	8
CCCCOC(=O)C1C2C=CC3(CN(CCc4ccccc4)C(=O)C13)O2 (configuration not stated)	·	-4	-12	0	0.2	-0.2	0	1[fluorescence artefact?]	12
O=C(CSc1ccc2c(c1)OCCO2)NCCc1ccc(Cl)cc1Cl	6	22	-44	7	-2.0	-1.1	20*	8	10
Cn1c(C(=O)O)c(CC(=O)NCC2COc3ccccc3O2)c2ccccc21 (configuration not stated)	14	2	1	-27	0.0	0.0	-3	-2	6
COc1ccc(NC(=O)COC(=O)CCNS(=O)(=O)c2ccc(Cl)cc2)cc1	21	-19	24	15	2.9	0.6	·	-2	7
Cc1ccc2[nH]c3c(c2c1)CCN1C(=O)OC(C)(C)C31C (configuration not stated)	17	15	9	1	1.1	1.1	0	-6	6
CC(=O)N1CCN(S(=O)(=O)c2ccccc2)C1c1ccccc1 (configuration not stated)	7	-10	-8	14	-0.7	-0.6	10	1	3
N#CC1=C(N)SC(N)=C(C#N)C1c1ccoc1	29	0	-34	68*	1.3	0.9	0	2	34
COc1ccc(NC(=O)c2ccc(C#CC(C)(C)O)cc2)cc1	14	25	9	-5	3.2	1.1	-1	6	2
O=c1oc2ccc(Cl)cc2cc1-c1nnc(Nc2cccc(C(F)(F)F)c2)s1	-7	-8	-5	29	-0.6	0.8	0	6[fluorescence artefact?]	8
CC(C)c1ccc(CNc2c([N+](=O)[O-])c(=O)oc3ccccc23)cc1	18	15	7	-28	0.9	1.0	9	0	3
Cc1cccc(N2C(=O)c3cccc4c(N(C)CCO)ccc(c34)C2=O)c1	6	-17	-2	35	39*	30*	4	-7	·
CCn1c(C)c(C(C)=O)c(N2CCN(C(c3ccccc3)c3ccccc3)CC2)nc1=S	18	-2	-1	5	1.7	1.0	-2	-11	5
The results go on:
SMILES	PPC-1+TRAIL kill	CHOP inh	NPY-Y1 PAM-ag	EP2 mod	zfTRPN1 agonist	TRPML3 ag	NPY Y1 blocker	14-3-3 Bad PPI	EP2 antag
COc1ccc(CCNC(=O)CS(=O)(=O)c2cn(CC(=O)N3CCCC3)c3ccccc23)cc1OC	12	3	1	10	0.2	0.6	1	-4	7
O=C(/C=C/Nc1ccc(Br)cc1F)c1ccccc1	80*	53	0	8	-1.9	0.2	0	-6[fluorescence artefact?]	5
CC1(C)Cc2c(sc3c2c2ncnn2c2nnc(SCC(=O)NCc4ccco4)n32)CO1	6	13	11	5	0.1	0.3	-9	-8	16
CN1CCc2c(sc3c2C(=O)NC(c2ccccc2)N3)C1 (configuration not stated)	-5	23	-29	-30	0.5	0.6	-1	-6	10
COc1ccccc1NS(=O)(=O)c1cc(NC(=O)Cn2cnc3c2c(=O)n(C)c(=O)n3C)ccc1C	25	39	-11	-26	0.8	0.7	-8	-2	7
c1cc(-c2nnc3sc(C4CCCCC4)nn23)ccn1	-9	31	7	7	1.5	0.5	4	11[fluorescence artefact?]	8
Cn1c(-c2sc3cc(C(F)(F)F)cnc3c2-c2ccccc2)n[nH]c1=S	12	-2	1	10	-1.7	-0.4	-1	1	21
CCOc1cc(/C=N\NC(=O)OC(C)(C)C)ccc1OC(=O)c1ccco1	0	17	9	-66	0.5	-0.2	1	-8	6
CSCc1cc(N2CCOCC2)nc(SCc2ccc(Cl)cc2Cl)n1	10	49	-22	34	-0.3	-0.3	9	-8	·
O=c1c2c3c(sc2ncn1/N=C/c1ccc([N+](=O)[O-])o1)CCCC3	17	57	16	-31	0.1	0.5	3	38	9

Quoted from the listing:
CHOP inh, `CC(C)CC(=O)N1CCN(c2ccc([N+](=O)[O-])cc2Cl)CC1` → 30
zfTRPN1 agonist, `O=C(O)CC1SC(N/N=C/c2ccc(Br)cc2)NC1=O` (configuration not stated) → -0.2
CHOP inh, `COc1ccc(NC(=O)c2ccc(C#CC(C)(C)O)cc2)cc1` → 25

(listing goes on)
SMILES	PPC-1+TRAIL kill	CHOP inh	NPY-Y1 PAM-ag	EP2 mod	zfTRPN1 agonist	TRPML3 ag	NPY Y1 blocker	14-3-3 Bad PPI	EP2 antag
O=C(c1ccc(CSc2ccccc2)cc1)N1CCN(c2ccccc2)CC1	1	-8	-26	-64	0.1	0.1	9	-7	8
CCCNC(=O)C(=O)N/N=C/c1cccs1	-9	24	8	-12	0.7	0.7	5	-20	10
CCN(CC)S(=O)(=O)c1csc(C(=O)OCC(=O)c2ccccc2)c1	17	0	6	7	4.5	0.7	-6	-3	6
Cc1ccc(S(=O)(=O)CCC(=O)NCc2ccco2)cc1	28	24	2	15	-0.1	0.6	7	-11[fluorescence artefact?]	7
Cc1ccc(CC2CC(=O)N(c3cc(C)on3)C2=O)cc1 (configuration not stated)	14	36	-2	-2	1.9	0.8	5	1	9
COC(=O)c1cc(NC(=O)C2CC2)cc(C(=O)OC)c1	16	-10	0	16	0.5	0.6	-1	-6[fluorescence artefact?]	13
Cn1c(SCc2nn[nH]n2)nc2c1c(=O)n(Cc1ccccc1Cl)c(=O)n2C	4	1	-2	21	0.0	0.4	15	8	11

High-throughput results from PubChem BioAssay.

The list is partial (hit frequency here may not be typical).
